# NFkB transloc pot: enhancers of NFkB p65 translocation in HUVEC – imaging, IL-1B stimulus, high-content imaging, primary screen; activation, % at 2 µM; AID 819, 2007; hit rate 0.3% among 94,000; HUVEC IL-1B NFkB p65 nuclear translocation imaging;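 active = activation above 40%, about the mean plus 3 SD, also judged a hit on visual image review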;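 also: percent activation is computed from the nuclear over cytoplasmic p65 intensity ratio; values of inactives mirror those of a sister screen read the other way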
# NFkB transloc inh: inhibitors of IL-1B driven NFkB p65 nuclear import, primary screen, imaging, HUVEC, IL-1B stimulus, high-content imaging; HUVEC IL-1B NFkB p65 nuclear translocation imaging; inhibition, % at 2 µM; hit rate 0.43% among 94,000; AID 796, 2007;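 active = inhibition above about 30% together with a positive call from visual inspection of the well image, limit read from the data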;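 also: nuclear over cytoplasmic p65 intensity ratio measured by imaging; 0% = IL-1B stimulated DMSO wells and 100% = unstimulated DMSO wells; values of inactives mirror those of a sister screen read the other way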
# PLAP inhibition: PLAP enzyme inhibitors, biochemical, luminescence, HTS (AID 690); one-dose inhibition, % at 20 µM; IC50 in µM for titrated hits; hit rate 0.08% among 96,000; purified PLAP, luminescent substrate; higher % means a stronger effect; Alkaline phosphatase, placental type (Homo sapiens); in the data active = a potency from the dose series; inactive = the rest, 99 in 100 with inhibition below about 30%; also: strong numbers were not always called active
# MRP reversal: reversal of MRP1-mediated doxorubicin resistance, primary screen, H69AR cells, doxorubicin co-treatment | hit rate 0.04% among 85,000 | H69AR cells + 2 uM doxorubicin, CellTiter-Glo, 72 h | differential viability (reversal), % at 10 µM;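 active = viability drop by adding the cancer drug above about 55%, with treated viability meeting a 40% cutoff, limit read from the data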;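 also: viability without doxorubicin minus viability with 2 µM doxorubicin for each compound; larger differential means the compound sensitizes cells more to doxorubicin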
# Bcl-B TR3 displacers: displacers of TR3 peptide from Bcl-B, primary screen, selectivity assay for Bfl-1 inhibitor project, biochemical, fluorescence polarization; FP displacement of FITC-TR3 peptide from Bcl-B; higher % means a stronger effect; displacement, % at 20 µM, or IC50 in µM where a hit was titrated; hit rate 0.11% among 96,000; AID 748, 2007;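 active = displacement above 50% at 20 µM plus a fluorescence interference ratio under 1.5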;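 also: plate controls were wells without compound for no effect and wells lacking Bcl-B protein for full effect; a part of the inactive calls stands beside numbers as strong as those of hits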
# MRP reversal cytotoxicity: also measured in MRP reversal; calls as there; viability, %; H69AR cells, CellTiter-Glo, 72 h; measured here: cytotoxicity without doxorubicin
# MRP reversal with doxorubicin: further read-out of MRP reversal, marked with its call; viability, %; measured here: viability with 2 uM doxorubicin; stronger effect = lower value
# NFkB transloc inh cell count 2 µM: second read-out of NFkB transloc inh, no call of its own (marks repeat the call); cell count; measured here: cells passing quality filter;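 raw number of nuclei counted in each imaged well without normalization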
# NFkB transloc pot cell count 2 µM: further read-out of NFkB transloc pot, marked with its call; cell count; measured here: cells passing quality filter
# The depositor's hits bear a star; · = not tested or not shown.
SMILES,NFkB transloc pot,NFkB transloc pot cell count 2 µM,NFkB transloc inh,NFkB transloc inh cell count 2 µM,PLAP inhibition,MRP reversal,MRP reversal cytotoxicity,MRP reversal with doxorubicin,Bcl-B TR3 displacers
O=C(NCCCN1CCC(Cc2ccccc2)CC1)C1CCN(S(=O)(=O)N2CCOCC2)CC1,6,103,-4,103,-42%,4,94,90,-8%
CCOc1ccccc1NC1=CC(=O)CC(c2ccccc2)C1 (stereo not given),-8,117,8,117,-32%,·,·,·,1%
COCc1nc2ccccc2n1CCOc1ccccc1OC,7,156,-7,156,0%,8,96,89,6%
CCOC(=O)c1cccc(NC(=O)CSc2nnc(CNc3ccc(C)cc3)n2CC)c1,-11,96,11,96,5%,6,90,84,10%
CCCC(c1nnnn1CCC(C)C)N1CCC(C(N)=O)CC1 (stereo not given),-2,66,2,66,-5%,·,·,·,-13%
Cc1ccc(S(=O)(=O)c2c(N)n(CCN3CCOCC3)c3nc4ccccc4nc23)cc1C,-4,197,4,197,-1%,3,71,68,3%
CC(C)(C)N(NC(=O)Nc1ccc(Cl)cc1)C(=O)c1ccccc1,-2,95,2,95,-16%,·,·,·,-1%
CCCn1c(=O)c(C(=O)Nc2ccccc2)c(O)c2ccccc21,-6,98,6,98,·,9,90,81,·
Cc1cccc(NCc2nc(SCC(N)=O)n[nH]2)c1,19,205,-19,205,-49%,9,93,83,11%
CC(=O)Nc1ccc(N/C=C/C(=O)c2ccco2)cc1,1,162,-1,162,18%,1,104,103,6%
NC(=O)CNC(=O)[C@@H]1CC2(CC(c3ccc(Cl)cc3)=NO2)CN1C(=O)c1ccccc1 (stereo not given in full),-14,122,14,122,-48%,·,·,·,-12%
CC(C)(C)NC(=O)NC(=O)CSc1ncc(C(F)(F)F)cc1Cl,19,160,-19,160,12%,·,·,·,0%
Cn1c(=O)c2c(nc(CN3CCN(C(=O)c4ccco4)CC3)n2CCCc2ccccc2)n(C)c1=O,-2,61,2,61,-42%,10,72,61,7%
COC(=O)c1ccc(C)c(NS(=O)(=O)c2ccc(OC)cc2)c1,-17,49,17,49,-19%,-25,37,62,-4%
O=C(O)CCCCCn1c(SCC(=O)N2CCCC2)nc2ccsc2c1=O,17,57,-15,57,3%,15,101,86,-4%
CC(=O)Nc1ccc(NC(=O)c2c(C)nc3ccccn23)cc1,19,130,-20,130,-5%,-4,95,99,-3%
Cc1nnc(SCC(=O)Nc2sc3c(c2C#N)CCCCC3)n1N,17,129,-17,129,-28%,1,89,88,3%
COc1ccc(C(=O)Nc2cccc(OC(=O)c3ccc(C)c(C)c3)c2)cc1,6,135,-6,135,5%,·,·,·,3%
COc1ccc(S(=O)(=O)N2CCCC(C(=O)Nc3ccc(OC)c(OC)c3)C2)cc1 (stereo not given),9,107,-9,107,11%,-13,65,77,-5%
CCOC(=O)N1CCN(S(=O)(=O)c2cccs2)CC1,1,174,-1,174,21%,0,90,90,-5%

# 18 entries from above, arranged by molar mass, smallest number first:
SMILES,NFkB transloc pot,NFkB transloc pot cell count 2 µM,NFkB transloc inh,NFkB transloc inh cell count 2 µM,PLAP inhibition,MRP reversal,MRP reversal cytotoxicity,MRP reversal with doxorubicin,Bcl-B TR3 displacers
CC(=O)Nc1ccc(N/C=C/C(=O)c2ccco2)cc1,1,162,-1,162,18%,1,104,103,6%
Cc1cccc(NCc2nc(SCC(N)=O)n[nH]2)c1,19,205,-19,205,-49%,9,93,83,11%
CCOC(=O)N1CCN(S(=O)(=O)c2cccs2)CC1,1,174,-1,174,21%,0,90,90,-5%
CCOc1ccccc1NC1=CC(=O)CC(c2ccccc2)C1 (stereo not given),-8,117,8,117,-32%,·,·,·,1%
CC(=O)Nc1ccc(NC(=O)c2c(C)nc3ccccn23)cc1,19,130,-20,130,-5%,-4,95,99,-3%
COCc1nc2ccccc2n1CCOc1ccccc1OC,7,156,-7,156,0%,8,96,89,6%
CCCn1c(=O)c(C(=O)Nc2ccccc2)c(O)c2ccccc21,-6,98,6,98,·,9,90,81,·
CC(C)(C)N(NC(=O)Nc1ccc(Cl)cc1)C(=O)c1ccccc1,-2,95,2,95,-16%,·,·,·,-1%
Cc1nnc(SCC(=O)Nc2sc3c(c2C#N)CCCCC3)n1N,17,129,-17,129,-28%,1,89,88,3%
CC(C)(C)NC(=O)NC(=O)CSc1ncc(C(F)(F)F)cc1Cl,19,160,-19,160,12%,·,·,·,0%
COc1ccc(C(=O)Nc2cccc(OC(=O)c3ccc(C)c(C)c3)c2)cc1,6,135,-6,135,5%,·,·,·,3%
O=C(O)CCCCCn1c(SCC(=O)N2CCCC2)nc2ccsc2c1=O,17,57,-15,57,3%,15,101,86,-4%
COc1ccc(S(=O)(=O)N2CCCC(C(=O)Nc3ccc(OC)c(OC)c3)C2)cc1 (stereo not given),9,107,-9,107,11%,-13,65,77,-5%
NC(=O)CNC(=O)[C@@H]1CC2(CC(c3ccc(Cl)cc3)=NO2)CN1C(=O)c1ccccc1 (stereo not given in full),-14,122,14,122,-48%,·,·,·,-12%
CCOC(=O)c1cccc(NC(=O)CSc2nnc(CNc3ccc(C)cc3)n2CC)c1,-11,96,11,96,5%,6,90,84,10%
Cc1ccc(S(=O)(=O)c2c(N)n(CCN3CCOCC3)c3nc4ccccc4nc23)cc1C,-4,197,4,197,-1%,3,71,68,3%
Cn1c(=O)c2c(nc(CN3CCN(C(=O)c4ccco4)CC3)n2CCCc2ccccc2)n(C)c1=O,-2,61,2,61,-42%,10,72,61,7%
O=C(NCCCN1CCC(Cc2ccccc2)CC1)C1CCN(S(=O)(=O)N2CCOCC2)CC1,6,103,-4,103,-42%,4,94,90,-8%

# (listing goes on)
SMILES,NFkB transloc pot,NFkB transloc pot cell count 2 µM,NFkB transloc inh,NFkB transloc inh cell count 2 µM,PLAP inhibition,MRP reversal,MRP reversal cytotoxicity,MRP reversal with doxorubicin,Bcl-B TR3 displacers
CCOC(=O)c1nn(-c2ccccc2F)c(-c2ccccc2)c1C(=O)c1ccccc1,10,160,-10,160,-26%,·,·,·,-2%
CCOc1ccc(-n2c(SCc3ccc(C(=O)OC)o3)nc3c(c2=O)SCC3)cc1,·,·,·,·,12%,3,90,87,-2%
CCN(CC)c1ccc(NC(=O)c2[nH]c(C)c(C(C)=O)c2C)c(C)c1,2,74,-2,74,6%,5,87,82,-1%
CCOc1ccc(C(=O)NCCC(=O)NCCCC(=O)O)cc1,-4,44,4,44,12%,-1,97,98,-7%
COc1cccc(-c2nc(NCCN3CCOCC3)c3ccccc3n2)c1O,9,184,-9,184,-44%,-8,8,16,20%
COc1oc(-c2ccc(Cl)cc2)nc1C(F)(F)F,0,171,0,171,·,11,100,89,·
CCOC(=O)Cc1csc(NC(=O)C2CCCCC2C(=O)O)n1 (stereo not given),11,148,-11,148,-2%,-6,87,94,13%
O=c1c2cnn(-c3ccccc3)c2ncn1Cc1ccccn1,-3,121,2,121,6%,4,87,83,-18%
COc1cccc(NC(=O)CSc2nncn2-c2ccccn2)c1,4,123,-4,123,9%,·,·,·,-2%
O=C(N/N=C/c1ccc([N+](=O)[O-])o1)c1cc(-c2cccc(Br)c2)nc2ccccc12,6,130,-6,130,-9%,·,·,·,-49%
N/C(=N\O)c1ccc(NC(=O)c2ccc(Br)o2)cc1,34,133,-34,133,0%,-6,81,87,-10%
O=C(Nc1ccccn1)C12CC3CC(C1)CC(C(=O)Nc1ccccn1)(C3)C2,2,90,-2,90,3%,-4,77,81,0%
O=C(CSc1nc(-c2ccco2)cc(C(F)(F)F)n1)Nc1ccc2c(c1)CCC2,-2,85,2,85,-5%,-9,21,31,-10%
O=C(Nc1cccnc1)c1cc(F)cc(F)c1,0,162,0,162,14%,-22,79,100,-1%
Cc1ccc(CCN2C(=O)CCC2(C)C(=O)NCc2cccnc2)cc1 (stereo not given),-2,146,2,146,8%,-5,82,86,-12%
COc1cccc(-n2nc(-c3ccnn3-c3ccccc3)c(=O)n(C)c2=O)c1,15,190,-15,190,1%,2,57,56,-15%
Cc1ccc(-n2c(C3CC3c3ccc(Cl)cc3)n[nH]c2=S)cc1 (stereo not given),2,176,-2,176,-11%,·,·,·,-5%
COc1ccc(C(CNC(=O)c2ccc3c(c2)C(=O)N(CCC(C)C)C3=O)N2CCOCC2)cc1 (stereo not given),22,197,-22,197,-47%,10,100,90,-8%
C=CCn1c(SCC)nc(O)cc1=O,0,109,0,109,8%,-5,102,107,0%
Cc1cc(=O)c2c(O)c(O)ccc2o1,9,76,-9,76,0%,-18,40,58,0%

# Filtered by structure, the compounds so far with a thiophene ring, fused or not (3)
SMILES,NFkB transloc pot,NFkB transloc pot cell count 2 µM,NFkB transloc inh,NFkB transloc inh cell count 2 µM,PLAP inhibition,MRP reversal,MRP reversal cytotoxicity,MRP reversal with doxorubicin,Bcl-B TR3 displacers
O=C(O)CCCCCn1c(SCC(=O)N2CCCC2)nc2ccsc2c1=O,17,57,-15,57,3%,15,101,86,-4%
Cc1nnc(SCC(=O)Nc2sc3c(c2C#N)CCCCC3)n1N,17,129,-17,129,-28%,1,89,88,3%
CCOC(=O)N1CCN(S(=O)(=O)c2cccs2)CC1,1,174,-1,174,21%,0,90,90,-5%

# The list continues:
SMILES,NFkB transloc pot,NFkB transloc pot cell count 2 µM,NFkB transloc inh,NFkB transloc inh cell count 2 µM,PLAP inhibition,MRP reversal,MRP reversal cytotoxicity,MRP reversal with doxorubicin,Bcl-B TR3 displacers
Cc1cc(C)nc(N2CCC(C(=O)NCCc3ccc(F)cc3)CC2)n1,3,107,-3,107,-2%,·,·,·,6%
CCC1CCCCN1C(=O)CSc1nnc(-c2ccc(Cl)s2)o1 (stereo not given),-5,16,5,16,-1%,-5,72,77,7%
Cc1ccc2cc(CN(CC3CCCO3)S(=O)(=O)c3ccccc3)c3nnnn3c2c1 (stereo not given),30,123,-30,123,·,-24,12,36,·
CC1CCN(CC(O)COc2ccc(F)cc2)CC1 (stereo not given),·,·,·,·,8%,8,96,89,2%
CCn1cc(C(=O)NCc2ccco2)c(=O)c2cc(S(=O)(=O)N3CCC(C)CC3)ccc21,-6,179,6,179,-42%,-4,68,71,-2%
COc1ccc(CNC(=O)COC(=O)c2c[nH]c(=O)[nH]c2=O)cc1OC,-6,203,6,203,-2%,-3,90,93,-1%
CCC(C)NC(=O)c1cc(OC)c(OC)c(OC)c1 (stereo not given),·,·,·,·,7%,-3,89,92,-12%
Cc1ccc(-c2noc(CCC(=O)NCCN3CCN(Cc4ccccc4)CC3)n2)cc1,-5,149,5,149,-70%,7,103,96,1%
Cc1cc(N2CCN(C(=O)c3ccco3)CC2)n2nc(-c3cccc(F)c3)cc2n1,-7,82,7,82,-10%,-12,94,106,-77%
CCCCNC(=O)COC(=O)c1ccc(NS(=O)(=O)c2ccc3c(c2)OCCO3)cc1,3,185,-3,185,-31%,·,·,·,5%
Cc1cc(=O)[nH]c2c1c(C)nn2-c1ccccc1,·,·,·,·,7%,-4,95,99,-3%
COc1cc(/C=C(\C#N)c2nc3ccc(C)cc3[nH]2)c([N+](=O)[O-])cc1OC,12,198,-12,198,-8%,·,·,·,-85%
C=CCNC(=S)NNc1ncnc2sc3c(c12)CC(C)(C)OC3,2,169,-2,169,-120%,·,·,·,0%
C/C(=N\NS(C)(=O)=O)c1ccc(C)cc1,-10,174,10,174,8%,-2,95,97,2%

# High-throughput results as filed in PubChem.

# The list is partial, so the mix of outcomes need not match the whole.
